RGS4-Gao reg = modulates binding of RGS4 to human Galphao | binding response (% of control), % at 10 µM | AID 1415 | Multiplexed bead flow cytometry; actives lie on both sides | hit rate 0.33% among 220,000; in the data active = binding response below about 49% or above about 150%; inactive = in between;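 note: fluorescent Galphao activated with aluminum fluoride binding bead-coupled RGS4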
Target sequence (P09471 whole entry, looked up): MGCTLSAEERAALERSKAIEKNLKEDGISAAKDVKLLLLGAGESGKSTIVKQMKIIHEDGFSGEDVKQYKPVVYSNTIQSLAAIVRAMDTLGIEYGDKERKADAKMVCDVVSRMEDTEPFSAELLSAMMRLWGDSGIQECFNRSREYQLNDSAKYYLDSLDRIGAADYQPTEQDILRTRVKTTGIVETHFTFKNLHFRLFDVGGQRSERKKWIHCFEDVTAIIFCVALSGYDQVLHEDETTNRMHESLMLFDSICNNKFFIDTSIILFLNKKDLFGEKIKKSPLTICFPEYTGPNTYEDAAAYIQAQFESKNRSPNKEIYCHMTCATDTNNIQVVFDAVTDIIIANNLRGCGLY
RGS8-Gao = regulators of human RGS8-Galphao interaction. response (percent of control binding), % at 10 µM. hit rate 0.34% among 220,000. multiplexed bead flow cytometry, RGS8-Galphao binding; actives lie on both sides. AID 1423. P09471; in the data active = response below about 60% or above about 140%; inactive = in between;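 note: Galphao activated as the GDP aluminium fluoride complex binding bead-coupled RGS8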
RGS7-Gao reg = human RGS7-Galphao interaction regulation; P09471; Multiplexed bead flow cytometry, RGS7-Galphao binding; actives lie on both sides; binding response (% of control), % at 10 µM; hit rate 0.35% among 220,000; in the data active = binding response below about 49% or above about 150%; inconclusive = no clear call, values can overlap the other calls; inactive = in between;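 note: fluorescent Galphao held in activated GDP-AlF4 state binding bead-coupled RGS7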
* hit, by the source's call; ? = inconclusive. Some of the compounds tested, so the mix of outcomes need not match the whole.

no.	molecule	RGS8-Gao	RGS7-Gao reg	RGS4-Gao reg
1	O=C(O)/C=C/C(=O)OC1CC2CCC1C2 (stereo not drawn)	101	?	103
2	CCN(CC)C(=S)Oc1ccc(Cl)cc1Cl	99	?	101
3	CCOCCN(C(=O)c1ccccc1Cl)c1ccccc1	100	?	96
4	Cn1nc(C(C)(C)C)c(NC(=O)c2cccs2)c1C(C)(C)C	104	?	101
5	N/C(=N\OC(=O)/C=C/c1ccccc1Cl)c1cccnc1	102	?	99
6	O=[N+]([O-])c1ccc(-c2ncc(-c3ccc(Br)cc3)o2)cc1	95	?	94
7	Cc1noc(C)c1S(=O)(=O)Nc1ccc(O)c2c(=O)cc(-c3ccccc3Cl)oc12	94	?	98
8	CC(C)(C)c1ccc(C(=O)Nc2ccc(CN3CCS(=O)(=O)CC3)cc2)cc1	96	?	103
9	COc1cc(OC)c(C(=O)/C=C/c2ccccc2)c(O)c1O	101	?	101
10	Cc1ccc(-c2c[n+](CC(=O)Nc3ccccc3C)c3n2CCC3)cc1	100	?	102
11	O=C(CSc1nc2c(c(=O)n1-c1ccccc1)SCC2)NCC1CCCO1 (stereo not drawn)	101	?	100
12	Cc1ccc(C(O)P(=O)(OC(C)C)c2ccc(N(C)C)cc2)cc1 (stereo not drawn)	101	?	97
13	CCc1ccc(Nc2nnc(SCC(=O)Nc3ccc(C(=O)O)cc3)s2)cc1	102	?	107
14	CCOCCCNC(=S)Nc1ccc(Br)cc1Cl	103	?	106
15	CC[N+]1(CC(O)COC2CC(C)CC(C)(C)C2)CCOCC1 (stereo not drawn)	108	?	113
16	COC(=O)c1c(C)nc(C)c(C(=O)OC)c1-c1ccsc1	101	?	109
17	C[C@@H]1CC=C[C@H]2[C@H]1C(=O)N(Cc1ccccc1)[C@H]2c1ccc(-c2cc3ccccc3s2)cc1F	105	?	111
18	COc1ccc(/C=N/N2CCOCC2)cc1Cn1cc([N+](=O)[O-])cn1	94	?	89
19	CCc1ccc2n(-c3ccc(OC)cc3)c([S-])c(C(=O)Nc3cc(C)cc(C)c3)[n+]2c1	99	?	92
20	CN(C)S(=O)(=O)c1cccc(-c2csc(N/N=C/c3ccco3)n2)c1	98	?	98
21	CCOC(=O)C(C)NC(=O)Cn1ncc2c(=O)oc3ccc(C)cc3c21 (stereo not drawn)	105	?	110
22	COCCN(Cc1ccco1)C(=O)Cn1ncc2c(=O)oc3ccccc3c21	99	?	91
23	COc1cc(C(=O)NC(=S)NNC(=O)c2ccc3c(c2)OCO3)cc(OC)c1OC	91	?	91
24	CCCCc1c(C)nc2cc(-c3ccco3)[nH]n2c1=O	100	?	109

Entries of single compounds from above. Values in the order: RGS8-Gao | RGS7-Gao reg | RGS4-Gao reg
Listed for `CN(C)S(=O)(=O)c1cccc(-c2csc(N/N=C/c3ccco3)n2)c1` : 98 | ? | 98
Listed for `COc1cc(OC)c(C(=O)/C=C/c2ccccc2)c(O)c1O` : 101 | ? | 101
Listed for `O=C(CSc1nc2c(c(=O)n1-c1ccccc1)SCC2)NCC1CCCO1` (stereo not drawn) : 101 | ? | 100
Listed for `COCCN(Cc1ccco1)C(=O)Cn1ncc2c(=O)oc3ccccc3c21` : 99 | ? | 91
Listed for `CCc1ccc2n(-c3ccc(OC)cc3)c([S-])c(C(=O)Nc3cc(C)cc(C)c3)[n+]2c1` : 99 | ? | 92

Other structures.
no.	molecule	RGS8-Gao	RGS7-Gao reg	RGS4-Gao reg
25	Cc1cn(CCC(=O)Nc2ccccc2N2CCOCC2)c2ccccc12	103	?	105
26	Nc1ncc(-c2ccccc2)c(-c2ccc(OCc3ccccc3)cc2O)n1	102	?	99
27	O=C(CSc1nc2ncc(Cl)cc2[nH]1)c1ccc2c(c1)OCO2	104	?	102
28	COC(=O)c1ccccc1NCCO	106	?	100
29	COc1ccc(/C=C(\C#N)C(=O)Nc2cccc3ncccc23)cc1OC	97	?	83
30	CCC(=O)N(Cc1cc(=O)[nH]c2ccccc12)c1ccccc1	101	?	97
31	Nc1nonc1-n1nnc(C(=O)N/N=C/c2cccnc2)c1CSC1=NCCS1	98	?	98
32	OCCNC(=S)c1ccccc1	100	?	100
33	CCCN(CCC)CC(C)(C)NS(=O)(=O)c1ccc(Cl)cc1	99	?	92
34	Cn1c(=O)c2[nH]c(SCc3ccccn3)nc2n(C)c1=S	106	?	109
35	O=C(Nc1ccc(F)cc1)Nc1ccc(NC(=O)c2ccccc2O)cc1	102	?	101
36	COc1cccc(/C=N/NC(=S)NC2CC3CC2C2C=CCC32)c1O (stereo not drawn)	102	?	104

An excerpt from above in order of SMILES length, smallest number first:
no.	molecule	RGS8-Gao	RGS7-Gao reg	RGS4-Gao reg
32	OCCNC(=S)c1ccccc1	100	?	100
28	COC(=O)c1ccccc1NCCO	106	?	100
34	Cn1c(=O)c2[nH]c(SCc3ccccn3)nc2n(C)c1=S	106	?	109
33	CCCN(CCC)CC(C)(C)NS(=O)(=O)c1ccc(Cl)cc1	99	?	92
27	O=C(CSc1nc2ncc(Cl)cc2[nH]1)c1ccc2c(c1)OCO2	104	?	102
29	COc1ccc(/C=C(\C#N)C(=O)Nc2cccc3ncccc23)cc1OC	97	?	83

Next section
no.	molecule	RGS8-Gao	RGS7-Gao reg	RGS4-Gao reg
37	CCn1cc(S(=O)(=O)CC(=O)Nc2ccc3c(c2)OCO3)c2ccccc21	99	?	101
38	COc1ccc(Cl)cc1C(=O)NCc1ccco1	98	?	100
39	O=C(NC1CC1)C1=C[C@@H](c2csc3ccccc23)C[C@@H](OCCCCO)O1	89	?	76
40	COc1nc(C)nc(C)c1Oc1ccc(Cl)cc1Cl	100	?	96
41	CC(C)C[C@H](NC(=O)CCn1nnc2ccccc2c1=O)C(=O)O	102	?	97
42	Nc1nc(NCC2CCCO2)nc(Nc2cccc(F)c2)c1[N+](=O)[O-] (stereo not drawn)	103	?	110
43	Nc1nonc1-n1nnc(C(=O)N/N=C/c2ccccc2Cl)c1COc1ccc(F)cc1	101	?	103
44	Cc1ccc(CN2CCN(CC(=O)N/N=C/c3ccc(C)o3)CC2)cc1	102	?	107
45	COc1ccc(N=C2SC(C(=O)Nc3ccc(C(=O)O)cc3)CC(=O)N2Cc2cccs2)cc1 (stereo not drawn)	99	?	100
46	CCOC(=O)c1c(C)oc2c1c1c(c3ccccc32)OCN(CCCC(=O)O)C1	96	?	97
47	CC(C)(CC(=O)O)CC(=O)Nc1cc(C(F)(F)F)cc(C(F)(F)F)c1	98	?	98
48	CN1Cc2c(N3CCOCC3)nc3sc(C(=O)c4ccccc4)c(N)c3c2CC1(C)C	107	?	95

Limited to RGS4-Gao reg (4 entries from above):
nr	SMILES	RGS4-Gao reg
39	O=C(NC1CC1)C1=C[C@@H](c2csc3ccccc23)C[C@@H](OCCCCO)O1	76
40	COc1nc(C)nc(C)c1Oc1ccc(Cl)cc1Cl	96
41	CC(C)C[C@H](NC(=O)CCn1nnc2ccccc2c1=O)C(=O)O	97
42	Nc1nc(NCC2CCCO2)nc(Nc2cccc(F)c2)c1[N+](=O)[O-] (stereo not drawn)	110

The list goes on.
no.	molecule	RGS8-Gao	RGS7-Gao reg	RGS4-Gao reg
49	COc1ccc(OC)c(S(=O)(=O)N2CCNCC2)c1	96	?	99
50	O=S(=O)(c1ccc(N2CCOCC2)nc1)N(Cc1ccccn1)Cc1ccccn1	101	?	95
51	COc1ccc(-c2ccc(CCC(=O)O)n2NC(N)=O)cc1	97	?	97
52	COc1ccccc1C1=NOC(COc2ccc3c(C)cc(=O)oc3c2)C1 (stereo not drawn)	99	?	94
53	O=C(N/N=C/c1ccc([N+](=O)[O-])o1)c1cc2ccccc2o1	98	?	94
54	CN(Cc1ccccc1)C(=O)N1CCOCC1	100	?	102
55	COC(=O)c1cc2c(N)c(C(=O)c3ccc(Cl)cc3)sc2nc1C(OC)OC	98	?	99
56	O=C(CN1CCCCC1)Nc1scc2c1c(=O)oc1ccccc12	102	?	105
57	COc1ccccc1N1CN(Cc2ccccc2)CNC1=S	96	?	97
58	CC(=O)NC(C)CCc1ccccc1 (stereo not drawn)	101	?	103
59	CC(C)(C)OC(=O)N1CCC(CNC(=O)c2cccs2)CC1	102	?	99
60	CN(C)c1ccc(/C=C/c2ccc3ccccc3n2)cc1	115	?	117
61	CC(Oc1ccccc1)C(=O)Nc1cccc(NC(=O)c2ccco2)c1 (stereo not drawn)	100	?	103
62	CCOC(=O)N1CCN(S(=O)(=O)c2ccc3[nH]c(=O)oc3c2)CC1	100	?	105
63	CCCCN(C(=S)SC)C1CCS(=O)(=O)C1 (stereo not drawn)	102	?	101
64	Cn1nc(C(C)(C)C)cc1C(=O)NNC(=O)c1ccccc1Cl	102	?	106
65	COc1ccc(/C=C2\CCc3c2nc2ccccc2c3C(=O)O)cc1OC	94	?	93
66	COCCN=C1Sc2nc3cc(C)c(C)cc3cc2CN1Cc1cccs1	102	?	105
67	CCOc1ccc(C2/C(=C(\O)c3cccc(OC)c3)C(=O)C(=O)N2c2ccccn2)cc1OC (stereo not drawn)	103	?	106
68	O=C(Nc1ccc(F)cc1)NC1CCN(Cc2c(F)cccc2Cl)CC1	103	?	100
69	C=CCn1cnc2c(nnn2Cc2ccc(F)cc2)c1=O	97	?	92
70	Cn1cc(C=C2C(=O)OC3(CCCCC3)OC2=O)c2ccccc21	100	?	103
71	COc1cc(OC)c2c(c1C(CCN1CCOCC1)c1ccc(N(C)C)cc1)OC(=O)CC2c1ccc(N(C)C)cc1 (stereo not drawn)	103	?	108
72	COc1ccc(NC(=O)c2cc(-c3ccco3)nc3ccccc23)cc1S(=O)(=O)N1CCOCC1	90	?	84
73	CC(C)c1nnc(NC(=O)CCC(=O)Nc2ccc3cn[nH]c3c2)s1	102	?	100
74	CC(C)Sc1sc(C(=O)O)c(-c2ccc(Cl)cc2)c1C#N	100	?	87
75	O=S1(=O)NC[C@]23C[C@H](c4ccc(F)cc4)[C@@H](C[C@@H]21)O3	94	?	90
76	CCc1cc(-c2[nH]ncc2-c2nc3ccccc3n2C)c(O)cc1O	98	?	97
77	O=C(O)c1nn(CCSc2ccccc2F)c(=O)c2ccccc12	100	?	101
78	COC(=O)CC1(c2ccc(OC)cc2)C(=O)c2ccccc2C1=O	102	?	99
79	Cc1ccc(NC(=O)c2ccc3ncsc3c2)cc1S(=O)(=O)N(C)C	97	?	104
80	COc1cc(/C=N/NC(=O)C(=O)/C=C2\NC(C)(C)Cc3ccccc32)ccc1O	108	?	112
81	NC(=O)CC(NC(=O)Cc1ccc(Br)cc1)c1ccc(NCCOc2ccccc2)c([N+](=O)[O-])c1 (stereo not drawn)	97	?	96
82	C=CCN1c2ccccc2[C@]23C[C@@H](C(=O)OC)N(C(=O)c4ccco4)C2=NC(C(=O)OC)=C(C(=O)OC)[C@H]13	98	?	90
83	Nc1nc(N)c2c(ccc3nccc32)[nH]1	105	?	104
84	COc1ccc(/C=N/NC(=O)c2cccnc2)c(C(=O)O)c1OC	100	?	98
85	Cc1c(CCC(=O)O)c(=O)oc2cc3occ(C(C)(C)C)c3cc12	99	?	104
86	COC(=O)CNC(=O)c1ccc(NS(=O)(=O)c2cc([N+](=O)[O-])ccc2Cl)cc1	101	?	98
87	O=C(Nc1ccc(-c2nc3cccnc3s2)cc1)c1cccnc1Cl	98	?	97
88	O=S(=O)(Cc1ccc(Cl)cc1)C1CCCCC1O (stereo not drawn)	91	?	87
89	O=C(C(c1ccccc1)c1ccccc1)N1CC[C@@]2(O)CCCC[C@H]2C1	99	?	102

High-throughput results: PubChem BioAssay, NMMLSC
